# Screening data deposited in PubChem by National Center for Advancing Translational Sciences (NCATS).
# Mm-Cpn inhibitor – blocks the Methanococcus maripaludis chaperonin Mm-Cpn. purified Mm-Cpn ATPase, ADP Transcreener TR-FRET. Potency, µM (highest dose often 76.9 µM), for the others: at the highest dose activity, negative = inhibition, usual class: inhibitors. 330,000 compounds, 0.031% hits. AID 504842; also: potency is read from the fitted curve at half-maximal effect; % is scaled to controls: 0 for no effect and ±100 for the full control effect; nearly all actives have a fitted effect of over 80% in size
#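 Purified archaeal chaperonin (25 nM final) was preincubated with compound for 10 min at 37°C, then ATP (10 uM final) was added for 30 min at 37°C in Tris pH 7.4/KCl/MgCl2/DTT buffer. ADP was quantified by HTRF Transcreener TR-FRET.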
# EPAC2 antag – EPAC2 (human) antagonism | EPAC2 GEF exchange of Rap1B-BODIPY-GDP, fluorescence | 360,000 compounds, 0.18% hits | Q8WZA2 | Potency, µM (series often up to 114 µM), for inactives: at the highest dose activity, negative = inhibition, hits mostly inhibitors; also: potency is read from the fitted curve at half-maximal effect; % is scaled to controls: 0 for no effect and ±100 for the full control effect; nearly all actives have a fitted effect of over 45% in size; many of its hits are not listed in these tables
# PLK1 PBD block – PLK1 (human) polo-box domain binding inhibition | Plk1 PBD binding of FITC phosphopeptide, fluorescence polarization | Potency, µM, for inactives: max response, negative = inhibition, most hits filed as inhibitors | 360,000 compounds, 2.8% hits; also: potency is read from the fitted curve at half-maximal effect; series mostly up to about 57 µM; % is scaled to controls: 0 for no effect and ±100 for the full control effect; nearly all actives have a fitted effect of over 65% in size
# CCT modulator – cytosolic chaperonin activity modulation | purified chaperonin ATPase assay, HTRF ADP detection, 30 min | activity change, % (concentration not given with the values), hits read low | 360,000 compounds, 0.3% hits | AID 651819; in the data active = activity change below about -30%; also: % is scaled to controls: 0 for no effect and ±100 for the full control effect
#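 Enzyme 40 or 20 nM (batch-dependent) in Tris pH 7.4/KCl/MgCl2/DTT; cpd 76 uM single point; ATP 10 uM; 30 min 37 °C; Transcreener ADP HTRF detection, 30 min RT; ratio 665/615.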
# WRN inhibitor – inhibitors of human WRN helicase; WRN helicase unwinding, fluorescent forked duplex, kinetic; 360,000 compounds, 0.46% hits; Potency, µM (doses to about 114 µM), for the others: at the top dose activity change, negative = inhibition, most hits filed as inhibitors; also: potency is read from the fitted curve at half-maximal effect; % is scaled to controls: 0 for no effect and ±100 for the full control effect; nearly all actives have a fitted effect of over 55% in size
#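 Screening of the MLSMR collection measured strand separation of a quenched forked DNA duplex (100 nM) by 20 nM WRN with 2 mM ATP, all final. Compounds were preincubated with enzyme 15 min at room temperature.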
# PI5P4Ka inh – blocks human PI5P4K alpha kinase activity; P48426; PI5P4Kalpha enzyme, ADP-Glo luminescence, 60 min; stronger effect = lower value; max response, %; 330,000 compounds, 1.2% hits; active = max response of -50% or lower; inconclusive = between -30% and -50%; inactive = -30% or higher; also: value at the top dose of about 77 µM; % is scaled to controls: 0 for no effect and ±100 for the full control effect
#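 ADP-Glo luminescence end-point after a 60 min room-temperature kinase reaction. PI5P4Kalpha and substrate in HEPES pH 7.4 buffer with EGTA, 0.1% CHAPS and 5% DMSO; ATP at 5 microM final.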
# EPAC1 ag – activates human EPAC1 exchange factor; Potency, µM (titrated, usually from 154 µM), inactives show at the top dose activation, usual class: activators; EPAC1 agonist qHTS, biochemical assay; response scale: 100% = response to 6.5 mM cAMP; 360,000 compounds, 0.073% hits; AID 720707; O95398; also: potency is read from the fitted curve at half-maximal effect; nearly all actives have a fitted effect of over 60% in size
# Target sequence (O95398 whole entry, looked up): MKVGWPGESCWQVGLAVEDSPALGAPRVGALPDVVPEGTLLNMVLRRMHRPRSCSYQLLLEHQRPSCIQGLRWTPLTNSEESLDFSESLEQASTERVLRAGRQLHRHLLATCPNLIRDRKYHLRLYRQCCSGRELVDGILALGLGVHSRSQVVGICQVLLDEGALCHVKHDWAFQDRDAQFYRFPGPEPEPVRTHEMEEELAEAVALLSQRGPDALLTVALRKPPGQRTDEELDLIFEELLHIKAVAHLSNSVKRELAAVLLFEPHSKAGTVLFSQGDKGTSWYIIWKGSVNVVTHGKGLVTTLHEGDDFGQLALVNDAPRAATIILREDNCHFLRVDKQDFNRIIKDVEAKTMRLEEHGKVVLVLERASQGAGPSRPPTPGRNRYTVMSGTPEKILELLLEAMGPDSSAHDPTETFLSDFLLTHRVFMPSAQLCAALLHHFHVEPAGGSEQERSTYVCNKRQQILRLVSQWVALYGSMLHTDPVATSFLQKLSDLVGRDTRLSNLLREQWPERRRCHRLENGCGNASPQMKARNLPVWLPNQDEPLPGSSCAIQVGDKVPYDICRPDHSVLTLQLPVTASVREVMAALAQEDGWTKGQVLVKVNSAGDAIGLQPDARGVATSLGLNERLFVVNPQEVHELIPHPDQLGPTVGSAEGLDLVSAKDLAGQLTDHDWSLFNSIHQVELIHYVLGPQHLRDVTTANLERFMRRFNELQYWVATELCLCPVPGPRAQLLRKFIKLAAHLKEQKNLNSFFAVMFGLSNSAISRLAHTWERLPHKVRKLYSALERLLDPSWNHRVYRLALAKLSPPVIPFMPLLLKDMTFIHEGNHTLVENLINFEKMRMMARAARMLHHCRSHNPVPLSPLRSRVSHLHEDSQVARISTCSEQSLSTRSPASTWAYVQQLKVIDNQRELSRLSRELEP
#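 Fluorescent GDP-exchange assay: 100 nM EPAC1 with 250 nM Rap1B preloaded with BODIPY-GDP and 50 uM GDP; compounds tested as concentration series, 5 min at room temperature, then read every 5 min for 30 min (ex 480/em 540 nm); normalized to 6.5 mM cAMP.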
# EPAC1 antag – EPAC1 (human) antagonism. O95398. EPAC1 GEF assay, Rap1b-BODIPY-GDP exchange fluorescence. Potency, µM (top dose mostly 115 µM), for inactives: at the highest dose activity change, negative = inhibition, hits mostly inhibitors. 360,000 compounds, 0.14% hits. AID 720709;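 also: potency is read from the fitted curve at half-maximal effect; plate controls were vehicle for no effect and positive control for full effect; nearly all actives have a fitted effect of over 50% in size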
# * marks the source's active call; other numbers are inactive results; u = inconclusive; x = not tested or not shown; [ ] = dose if it differs, or a comment. Unless noted, calls follow the shape of the dose curve; as a rule, active = well fitted curve in the direction sought with a large enough effect; inconclusive = small, poorly fitted or top-dose-only effect, or another doubt; inactive = no such curve, though single readings can be large; an effect the other way counts as inactive or inconclusive. A portion of the library; rates above refer to the full screens.
# Values run as follows: Mm-Cpn inhibitor, EPAC2 antag, PLK1 PBD block, CCT modulator, WRN inhibitor, PI5P4Ka inh, EPAC1 ag, EPAC1 antag
CCCCC(=O)OCC(=O)Nc1ccc(SC(F)F)cc1
 : -3%, -5%, -8%, 0.1, -4%, 3, -2%, -2%
O=c1cnn(Cc2ccc(Cl)c(Cl)c2)c2ccccc12
 : -1%, -15%, -4%, 1.0, -4%, -1, 2%, -1%
COC(=O)c1ccc(OC)c(CSc2nnc(COc3ccc(Cl)cc3)o2)c1
 : -1%, -5%, -11%, 0.2, -12%, 4, 13%, -9%
Cc1ccc(-n2nc(C)c3onc(C)c3c2=O)cc1
 : -2%, 18%, -1%, -0.5, 12%, 0, -11%, 9%
COc1ccc(C(=O)COC(=O)c2c(-c3ccccc3)noc2C)c(OC)c1
 : -1%, -22%, -1%, -2.8, -12%, 2, -33%[inhibitor], -2%
O=[N+]([O-])c1ccc(N2CCOCC2)nc1
 : -1%, 1%, -15%, 1.0, 0%, x, 1%, 13%
COc1cccc(/C=C/c2n[nH]c(=O)c(C#N)c2C)c1
 : 2%, 1%, -12%, -0.4, 1%, 5, 10%, 25%
COC(=O)CC1C(=O)NCCN1C(=O)Nc1ccc(Cl)cc1 (stereo not given)
 : -1%, 1%, -4%, -1.5, 8%, 8, 2%, 0%
CCc1cccc(Nc2c3c(nc4ncnn24)CCC3)c1
 : 2%, -26%, 3%, 1.3, 2%, 5, 4%, -10%
CCc1noc(C)c1C(=O)N(CC)CC(=O)NCc1ccc(Cl)cc1
 : 1%, 0%, -19%, -0.7, 4%, 5, -1%, -16%
CC(C)C1NCCc2c1sc1ccccc21 (stereo not given)
 : x, 10%, -3%, -1.8, -8%, 19, 0%, -9%
COc1ccccc1NC(=O)C(C)N(C)Cc1ccc(Cl)s1 (stereo not given)
 : 0%, u, -4%, 0.4, -2%, 28, -1%, 3%
COC(=O)N/N=C/c1cn(CCOc2ccccc2OC)c2ccccc12
 : -2%, -9%, -7%, -1.4, 1%, -1, 10%, 0%
CCCCn1c(N)c(N(CC)C(=O)c2cccc(C)c2)c(=O)[nH]c1=O
 : 0%, 1%, -7%, -3.6, 0%, 1, 0%, 4%
COc1cccc(Nc2c(F)c(OC)c(F)c(F)c2C(=O)O)c1
 : 3%, 11%, -7%, -0.8, 7%, -4, -4%, 5%
COc1ccccc1C(=O)Nc1nnc(-c2ccccc2)s1
 : -12%, 1%, -13%, -3.4, -5%, 5, 4%, -20%
COc1ccccc1C1CC(c2ccc(C)cc2)Nc2ncnn21 (stereo not given)
 : -2%, 5%, -2%, -2.1, 2%, 2, -9%, -5%
COc1cccc(-c2ccc(C#N)c(OC(=O)c3ccc(Cl)cc3)n2)c1
 : -2%, 10%, -13%, -0.2, 1%, -12, 4%, 11%
CC(=O)Nc1ccc(SCCC2CCCCN2C)cc1 (stereo not given)
 : 3%, 2%, u, -2.8, -8%[57.1 µM], -3, 7%, -10%
Cc1nn(-c2ccccc2)nc1C(=O)Nc1cccc(C(=O)NC2CC2)c1
 : x, 24%, -7%, 0.3, 9%, 2, 9%, -19%

# The closing 5 compounds of the part before are carried over, then new ones follow:
# Values run as follows: Mm-Cpn inhibitor, EPAC2 antag, PLK1 PBD block, CCT modulator, WRN inhibitor, PI5P4Ka inh, EPAC1 ag, EPAC1 antag
COc1ccccc1C(=O)Nc1nnc(-c2ccccc2)s1
 : -12%, 1%, -13%, -3.4, -5%, 5, 4%, -20%
COc1ccccc1C1CC(c2ccc(C)cc2)Nc2ncnn21 (stereo not given)
 : -2%, 5%, -2%, -2.1, 2%, 2, -9%, -5%
COc1cccc(-c2ccc(C#N)c(OC(=O)c3ccc(Cl)cc3)n2)c1
 : -2%, 10%, -13%, -0.2, 1%, -12, 4%, 11%
CC(=O)Nc1ccc(SCCC2CCCCN2C)cc1 (stereo not given)
 : 3%, 2%, u, -2.8, -8%[57.1 µM], -3, 7%, -10%
Cc1nn(-c2ccccc2)nc1C(=O)Nc1cccc(C(=O)NC2CC2)c1
 : x, 24%, -7%, 0.3, 9%, 2, 9%, -19%
O=C(N1CCN=C1SCc1cccnc1)C12CC3CC(CC(C3)C1)C2
 : 2%, -2%, -6%, -2.1, -7%, 1, 1%, 5%
O=C(Cn1ncc2c([nH]c3ccccc32)c1=O)NCCc1ccccc1
 : -1%, 8%, -15%, -1.8, 7%, -4, -6%, 2%
CCOC(=O)c1cnc(N)nc1-c1ccccc1
 : x, 0%, 1%, 2.3, -2%, 4, -3%, 4%
Cc1ccc2c(c1)N(C(=O)CCC(=O)NCCCN1CCN(C)CC1)CC(C)O2 (stereo not given)
 : 1%, -11%, 4%, 0.9, -6%, 1, -5%, -12%
Cn1cc(C(=O)c2ccc(Cl)cc2Cl)cc1C(=O)N/N=C(\N)COc1ccccc1
 : -4%, -7%, -1%, 1.3, 0%, -1, 8%, -17%
CCOc1ccccc1C(=O)N1CCN=C1SCc1cccnc1
 : 1%, 14%, -6%, 2.8, -11%, 8, 1%, 15%
CC[C@]12C(=O)N(C)C[C@H]([C@@H]3C(=O)N(C)C(=O)[C@@H]31)N2C(=O)c1ccc(F)cc1
 : x, 1%, -5%, 2.0, 2%, 7, 13%, -3%
CCSc1nc(O)c(C2OC(=O)c3c2ccc(OC)c3OC)c(=O)n1CC (stereo not given)
 : -1%, 9%, -13%, 2.2, 0%, x, -4%, 1%
Cc1ccc(C)c(Cn2c(=O)n(CCC(=O)NCc3ccco3)c(=O)c3ccccc32)c1
 : 1%, 7%, -1%, -0.3, -16%, 1, 5%, -13%
O=C(NCc1ccc2c(c1)OCO2)Nc1ccc(F)cc1
 : 1%, 5%, -1%, 2.2, 1%, -1, -13%, 6%
C[C@H](CO)N1C[C@H](C)[C@@H](CN(C)S(=O)(=O)c2ccc(Oc3ccccc3)nc2)OCc2cnnn2CCCC1=O
 : x, 2%, -9%, -1.2, 8%, 1, 4%, 5%
COc1ccc(-c2cc(C(=O)N(C)Cc3ccccc3)no2)cc1OC
 : -1%, 0%, -3%, 0.4, 0%, x, 8%, -5%
COc1c(C)cc(Br)cc1C(=O)Nc1ccc(Cc2ccncc2)cc1
 : 0%, -8%, -6%, -3.3, -10%, 7, 6%, 0%
CCn1cc(C(=O)NCCCOC(C)C)c(=O)c2cc(S(=O)(=O)N3CCOCC3)ccc21
 : -1%, 6%, -10%, 0.9, -4%, -1, 7%, -10%
COCCNC(=O)C1(C)CCCN(C(=O)c2cccc(C(F)(F)F)c2)C1 (stereo not given)
 : x, -7%, -9%, -2.0, -5%, 1, -3%, 8%
CC(=O)NC12CC3CC(C1)CC(C(=O)OCC(=O)NC(=O)c1cccn1C)(C3)C2
 : 0%, 15%, -11%, -0.8, -16%, -2, -6%, 5%
CCNC(=O)c1c(NC(C)=O)sc2c1CCCC2
 : -1%, -5%, -2%, -1.9, 5%, -2, -4%, 8%
CCOc1ccc(CCNC(=O)CCNS(=O)(=O)c2ccc3c(c2)CCN3C(C)=O)cc1OCC
 : 0%, 3%, 0%, 0.0, -6%, -3, 0%, 20%
CC(C)CC(=O)Nc1ccc2c3c(cccc13)CC2
 : -1%, 9%, 1%, 0.5, -4%, -1, -18%, -17%
O=C(CSCC(=O)OCC(=O)c1ccc(Br)cc1)Nc1cccc2ccccc12
 : u, 0%, -10%, 0.8, -4%, -14, 4%, -13%

# Continued:
# Values run as follows: Mm-Cpn inhibitor, EPAC2 antag, PLK1 PBD block, CCT modulator, WRN inhibitor, PI5P4Ka inh, EPAC1 ag, EPAC1 antag
CC1CCN(CCCNC(=O)c2cc3c(s2)-c2ccccc2OC3)CC1
 : -7%, 4%, 0%, -0.6, -2%, -3, -3%, 22%
COc1ccc(N(CC(=O)NC2CCCCC2)C(=O)CCCC(=O)Nc2ccccn2)cc1
 : -3%, 3%, 0%, -0.1, -3%, -8, 6%, 7%
O=C(Nc1ccc(Cl)cn1)C1CCN(c2ncnc3c2nc2n3CCCCC2)CC1
 : 1%, -8%, -13%, -2.0, 4%, 1, 3%, -13%
CS(=O)(=O)N(CC(=O)NCc1ccncc1)C1CCCCC1
 : 0%, 1%, -8%, 1.6, 2%, 1, 5%, 10%
Cc1ccccc1NC(=O)c1ccc2c(c1)C(=O)N(CCC(C)C)C2=O
 : -1%, 6%, -6%, 0.3, -4%, 0, 1%, -5%
Cc1cnc(C)c(N2CCC(C(=O)NCc3ccco3)CC2)n1
 : 1%, 8%, 0%, 2.0, -10%, 7, -1%, 7%
COc1cc(OC)cc(-c2c(Sc3ccccc3)c3cc(-c4ccc(OC)nc4)ccc3n2C)c1
 : x, 6%, 1%, 1.9, 6%, 12, 6%, 3%
COc1ccc(CC(NC(C)=O)C(=O)NC2CCN(c3nc(C)cc(C)c3C#N)CC2)cc1OC (stereo not given)
 : 1%, -6%, -9%, -2.9, 9%, 0, 9%, -14%
COCCNC(=O)c1ccc2c(=O)n(Cc3ccco3)c(SCC(=O)NC3CCCCC3)nc2c1
 : -2%, -1%, 0%, 0.1, 5%, 1, 4%, -3%
CC(NC(=O)CN1CCN(Cc2cccc(F)c2)CC1)c1ccccc1 (stereo not given)
 : -6%, 8%, -10%, 1.6, -26%, 0, 0%, -4%
CC(c1ccccc1)n1c(Cn2ncc3ccccc3c2=O)n[nH]c1=S (stereo not given)
 : -1%, 6%, 1%, -1.5, 4%, -11, -2%, -12%
Cc1cc2ccccc2n1CCNC(=O)c1cccs1
 : 28µM*, -2%, -9%, -0.7, -27%, -21, -1%, -18%
C=CCN(CC=C)C(=O)c1ccc(OC2CCN(C(C)=O)CC2)c(OC)c1
 : -3%, 7%, 3%, 0.3, 0%, 1, -5%, 30%[activator]
CC(=O)c1ccc(N2CCCCCC2)c(F)c1
 : -1%, 1%, -3%, 1.4, -21%, 5, 5%, -19%

# Quoted at random: 2 records from the list, in no set order.
# Values run as follows: Mm-Cpn inhibitor, EPAC2 antag, PLK1 PBD block, CCT modulator, WRN inhibitor, PI5P4Ka inh, EPAC1 ag, EPAC1 antag
Cc1ccc(-n2nc(C)c3onc(C)c3c2=O)cc1
 : -2%, 18%, -1%, -0.5, 12%, 0, -11%, 9%
C=CCN(CC=C)C(=O)c1ccc(OC2CCN(C(C)=O)CC2)c(OC)c1
 : -3%, 7%, 3%, 0.3, 0%, 1, -5%, 30%[activator]
